GSH fluor = compound fluoresces at 488/530 nm on GSH beads. GSH beads flow cytometry, compound fluorescence 488/530 nm; hits give high values. fluorescence (KMESF) at 10 µM. AID 1776. actives 0.25% (n = 190,000); in the data active = fluorescence above about 89;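 also: glutathione beads carrying GST-tagged Bcl family fusion proteins plus one bare bead set; values are compound well signal with DMSO vehicle wells as background; inactives centre near 16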
ABCB1 inh = blocks JC-1 efflux by human ABCB1 transporter; actives 0.067% (n = 190,000); inhibition, % at 6.6 µM; P08183; CCRF-Adr cells, flow cytometry; in the data active = inhibition above about 40%;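 also: 0% = vehicle and 100% = reference inhibitor; higher value means more JC-1 retained so stronger ABCB1 efflux block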
RGS4-Gao reg = human RGS4-Galphao interaction regulation | Multiplexed bead flow cytometry, RGS4-Galphao binding; actives lie on both sides | actives 0.33% (n = 220,000) | AID 1415 | binding response (% of control), % at 10 µM | P09471; in the data active = binding response below about 49% or above about 150%; inactive = in between;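 also: fluorescent Galphao activated with aluminum fluoride binding bead-coupled RGS4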
Bim-Bcl-2 = human Bim-Bcl-2 interaction inhibition; P10415; Bead-based flow cytometry, Bim peptide-Bcl-2 binding; inhibition, % at 10 µM; actives 0.06% (n = 190,000); AID 950; in the data active = inhibition above about 40%; inconclusive = no clear call, values can overlap the other calls;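 also: 0% = no compound wells with probe peptide and 100% = reference peptide inhibitor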
Target sequence (P10415 whole entry, looked up): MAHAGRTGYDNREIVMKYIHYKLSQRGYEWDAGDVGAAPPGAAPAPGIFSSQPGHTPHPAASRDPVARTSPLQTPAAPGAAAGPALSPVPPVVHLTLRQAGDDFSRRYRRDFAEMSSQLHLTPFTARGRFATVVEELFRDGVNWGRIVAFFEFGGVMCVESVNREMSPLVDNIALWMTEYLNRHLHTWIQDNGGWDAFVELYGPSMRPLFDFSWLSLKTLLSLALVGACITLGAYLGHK
Bim-Bcl-B = human Bim-Bcl-B interaction inhibition; bead-based flow cytometry, Bim peptide-Bcl-B binding; inhibition, % at 10 µM; actives 0.073% (n = 190,000); Q9HD36;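 also: 0% = tracer peptide without compound and 100% = reference inhibitor peptide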
RGS7-Gao = human RGS7-Galphao interaction regulation | P09471 | Multiplexed bead flow cytometry, RGS7-Galphao binding; actives lie on both sides | binding response (% of control), % at 10 µM | actives 0.35% (n = 220,000) | AID 1439; in the data active = binding response below about 49% or above about 150%; inconclusive = no clear call, values can overlap the other calls; inactive = in between;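 also: fluorescent Galphao held in activated GDP-AlF4 state binding bead-coupled RGS7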
Bcl-W Bim block = disrupts Bim peptide binding to human Bcl-W; inhibition, % at 10 µM; bead-based flow cytometry; actives 0.02% (n = 190,000); Q92843;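 also: 0% = bound tracer without compound and 100% = peptide blocker; higher means less fluorescent Bim peptide bound to Bcl-W beads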
Bim-Bfl-1 = disrupts Bim binding to human Bfl-1. Q16548. Bead-based flow cytometry, Bim-Bfl-1 binding inhibition. inhibition, % at 10 µM. actives 0.12% (n = 190,000). AID 1008;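 also: 0% = wells without compound plus tracer and 100% = blocker peptide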
ABCG2 block = blocks JC-1 efflux by human ABCG2 transporter | inhibition, % at 6.6 µM | IgMXP3 cells, flow cytometry | actives 0.1% (n = 190,000);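 active = inhibition above 80%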;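 also: 0% = DMSO and 100% = nicardipine control wells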
Target sequence (Q9UNQ0 whole entry, looked up): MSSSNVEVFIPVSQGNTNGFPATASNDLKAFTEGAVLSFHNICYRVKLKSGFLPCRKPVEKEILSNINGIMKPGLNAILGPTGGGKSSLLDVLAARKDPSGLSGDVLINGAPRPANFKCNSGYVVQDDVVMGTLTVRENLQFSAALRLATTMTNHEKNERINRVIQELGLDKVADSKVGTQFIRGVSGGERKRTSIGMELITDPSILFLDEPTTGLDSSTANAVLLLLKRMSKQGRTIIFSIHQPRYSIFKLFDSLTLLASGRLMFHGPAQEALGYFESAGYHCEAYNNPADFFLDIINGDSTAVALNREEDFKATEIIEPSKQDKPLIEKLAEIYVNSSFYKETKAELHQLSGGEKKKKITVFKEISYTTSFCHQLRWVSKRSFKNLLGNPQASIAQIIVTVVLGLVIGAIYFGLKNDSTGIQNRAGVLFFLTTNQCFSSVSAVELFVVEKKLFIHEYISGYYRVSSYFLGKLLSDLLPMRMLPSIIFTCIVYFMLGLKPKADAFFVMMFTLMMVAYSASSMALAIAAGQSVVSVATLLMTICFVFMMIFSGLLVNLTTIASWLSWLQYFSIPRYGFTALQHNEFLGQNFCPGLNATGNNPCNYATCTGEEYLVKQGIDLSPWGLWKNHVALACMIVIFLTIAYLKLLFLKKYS
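Read-out basis: Efflux inhibition in percent versus controls | Test system: ABCG2 IgMXP3 and barcoded ABCB1 CCRF-Adr cell mix | Quantity: 3 million cells/mL in well | Schedule: 10 min at 25 °C | Control set: Nicardipine as high control, DMSO as low control | Reagent: JC-1 as fluorescent efflux pump substrate | Signal: Flow cytometry of retained JC-1 fluorescence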
Bcl-XL Bim block = disrupts Bim peptide binding to human Bcl-XL; Q07817; bead flow cytometry, fluorescence; inhibition, % at 10 µM; actives 0.04% (n = 190,000); AID 1007
Avidin bead fluor = avidin bead compound fluorescence profile. Avidin beads, compound fluorescence 488/530 nm, flow cytometry; hits give high values. fluorescence (KMESF) at 10 µM. actives 0.38% (n = 220,000). AID 1775; in the data active = fluorescence above about 47; also: inactives centre near 10
An asterisk follows results filed as active; u = inconclusive; x = not tested or not shown. Rule as the data show it, unless noted: active = inhibition above about 40%. Random draw from the library; 1.3% or so of the library scored in one or more.

SMILES	GSH fluor	ABCB1 inh	RGS4-Gao reg	Bim-Bcl-2	Bim-Bcl-B	RGS7-Gao	Bcl-W Bim block	Bim-Bfl-1	ABCG2 block	Bcl-XL Bim block	Avidin bead fluor
COc1ccc(NC(=O)C(NC(=O)c2ccc(=O)[nH]c2)c2ccc(C)cc2)cc1 (stereo not given)	5	0.4	104.9	3.0	0.0	108.0	1.0	1.0	2.4	-1.0	12
CCNc1oc(COc2ccccc2F)nc1C#N	23	0.1	100.7	-12.0	-11.0	101.1	-5.0	-21.0	23.6	-8.0	27
c1ccc(CSc2nncn2-c2ccccn2)cc1	39	-2.4	105.3	-9.0	-9.0	106.3	-2.0	-14.0	-2.1	-12.0	6
O=C(CSc1nc(C2CC2)nc2c1cnn2-c1ccccc1)Nc1c[nH]c(=O)[nH]c1=O	15	0.5	93.2	0.0	-1.0	95.2	1.0	-7.0	6.8	-1.0	9
COc1ccc(-c2nc3c(-c4ccccc4)cnn3cc2C)cc1F	11	3.0	104.3	-5.0	-4.0	110.3	-3.0	-3.0	21.4	-2.0	9
Cc1ccc(S(=O)(=O)N2CC3(C)CN(S(=O)(=O)c4ccc(C)cc4)CC(C)(C2)C3O)cc1 (stereo not given)	26	0.1	101.1	-1.0	0.0	97.6	-1.0	-2.0	0.0	1.0	25
COc1ccc2cc(CN(C(=O)Nc3ccccc3OC)C3CCCC3)c(=O)[nH]c2c1	6	0.8	97.2	-4.0	-4.0	95.2	-6.0	-1.0	3.0	-3.0	7
O=C(O)CC(=O)Nc1cc(Cl)ccc1O	33	0.2	102.8	-8.0	-3.0	103.4	3.0	-6.0	0.4	-3.0	7
Cc1noc(NC(=O)c2ccccc2C(F)(F)F)c1C#N	19	-0.1	103.7	-1.0	-4.0	100.0	-1.0	-4.0	0.9	2.0	10
COC(=O)c1ccc(-c2noc(CN(C)CC3CCCCO3)n2)cc1 (stereo not given)	10	0.2	100.6	-3.0	-3.0	101.8	-2.0	-6.0	2.1	1.0	8
CC(=O)c1c(N2CCN(C)CC2)nc(=S)n(-c2cc(C)ccc2C)c1C	15	0.2	99.8	-5.0	-4.0	u	-1.0	-5.0	8.8	-3.0	12
COc1ccc(C2C=C(C)Nc3nc4ccccc4n32)cc1 (stereo not given)	22	-0.1	100.4	0.0	-3.0	99.3	0.0	-4.0	0.0	-2.0	8
COc1ccccc1NC(=O)Oc1ccc(C(C)=O)cc1	16	-0.1	100.0	-1.0	0.0	100.5	0.0	3.0	-0.3	-4.0	9
O=C(c1cccc(C(F)(F)F)c1)N1CCN(c2cc(=O)[nH]nc2-c2ccccc2)CC1	15	0.8	104.2	0.0	-10.0	103.0	3.0	-3.0	10.7	10.0	15
CC(=O)NCC(=O)OCC(=O)c1ccc(Cl)cc1	21	0.2	95.6	3.0	5.0	92.9	3.0	1.0	-1.3	2.0	8
COc1ccc(CCN2C(=O)C3C4CC(C5C(C(=O)O)=NOC45)C3C2=O)cc1OC (stereo not given)	61	0.4	107.4	-7.0	-3.0	104.8	1.0	-13.0	1.2	-3.0	6
COC(=O)c1ccc(NC(=S)NCCC2=CCCCC2)cc1	24	-0.6	107.4	-7.0	-4.0	103.7	-2.0	-8.0	-1.3	4.0	9
CN(CCC#N)C(=S)Nc1ccc(Oc2ccccc2)cc1	6	-0.1	101.5	-2.0	-14.0	100.4	-2.0	0.0	5.8	-4.0	14
COC(=O)C(C(=O)NCC1CCCO1)C1CCCC1 (stereo not given)	37	-0.2	104.9	-9.0	-6.0	108.0	-1.0	-6.0	-0.1	-15.0	7
O=c1c2ccccc2c(C=NCCCN2CCOCC2)c(O)n1Cc1ccccc1	58	0.2	97.5	-2.0	-4.0	102.3	4.0	-14.0	-0.1	-11.0	14
CCCC(=O)NC(=S)Nc1ccc(Cl)cn1	29	-0.7	131.0	3.0	1.0	120.8	0.0	0.0	-4.2	11.0	3
O=C(c1cccc(F)c1)N1CCN(CC2CC3C=CC2C3)CC1 (stereo not given)	35	1.1	106.0	-5.0	-4.0	104.6	-2.0	-12.0	3.5	-10.0	6
COc1ccccc1C(=O)N=Nc1c(O)[nH]c2ccc([N+](=O)[O-])cc12	21	0.0	103.8	17.0	24.0	102.9	27.0	9.0	0.2	44.0*	21
Cc1ccc(C(=O)N2CCN(c3ccc(Cl)cc3)CC2)cc1	35	1.9	98.7	-7.0	-9.0	97.8	1.0	-15.0	5.5	-4.0	14
CC(=O)c1cc(-c2ccccc2)[nH]c1N1CCCC1	19	0.3	103.2	-4.0	-2.0	100.7	0.0	0.0	0.9	-4.0	9
The list continues:
SMILES	GSH fluor	ABCB1 inh	RGS4-Gao reg	Bim-Bcl-2	Bim-Bcl-B	RGS7-Gao	Bcl-W Bim block	Bim-Bfl-1	ABCG2 block	Bcl-XL Bim block	Avidin bead fluor
COCCNC(=O)CSc1nc2nc(C)cc(C)n2n1	11	0.1	100.2	-8.0	-10.0	99.6	0.0	-13.0	-0.1	-5.0	9
Cc1ccc(Cl)cc1NC(=O)N[C@@H](C)C(=O)O	8	-0.1	105.7	0.0	-2.0	104.4	0.0	0.0	-0.3	0.0	22
CN1CCC(=NNC(=O)C(=O)NCc2ccccc2)CC1	36	-0.2	93.9	-6.0	-8.0	95.6	0.0	-16.0	-0.7	-5.0	14
O=S(=O)(C=C(c1ccccc1)c1ccccc1)c1ccccc1	16	0.9	102.3	1.0	-2.0	99.8	2.0	0.0	2.6	0.0	11
C/C(=N/NC(=O)c1cccs1)c1ccco1	17	0.6	98.4	-9.0	-4.0	99.1	-2.0	-13.0	5.3	-7.0	17
O=C(Nc1nnc(Cc2ccccc2)s1)c1cccs1	20	-3.3	93.9	2.0	0.0	96.6	-1.0	3.0	-3.6	-3.0	7
CCc1c(C)c2ccc(O)c(CN(C)C)c2oc1=O	48	0.4	100.6	-3.0	-1.0	101.9	0.0	-1.0	2.6	-3.0	34
CC(NC(N)=O)C(=O)OCC(=O)c1ccc(-c2ccccc2)cc1 (stereo not given)	14	-1.6	99.1	0.0	0.0	97.1	0.0	-2.0	17.4	-1.0	8
CCOc1ccc(Nc2nc(Cc3nnc(SCC(=O)NCc4ccco4)n3CC)cs2)cc1	12	0.0	100.5	-1.0	0.0	100.2	-1.0	6.0	0.6	-2.0	39
COc1cccc(N2C(=O)C3CCCN3C2c2ccc(F)cc2)c1 (stereo not given)	32	0.6	105.3	-9.0	-7.0	108.9	-5.0	-12.0	3.0	-7.0	14
CN1CCN(c2nc(-c3cc4ccccc4o3)cs2)CC1	5	0.1	99.2	0.0	-4.0	101.5	-2.0	-2.0	6.6	-4.0	13
O=c1[nH][nH]c(-c2ccccc2O)c1C(C[N+](=O)[O-])c1ccc(Cl)cc1Cl (stereo not given)	9	3.4	102.8	2.0	0.0	105.7	-5.0	0.0	2.5	-3.0	1
O=C(Nc1nc(-c2ccccc2)c(-c2ccccc2)o1)c1ccc(F)cc1	20	-0.3	97.8	0.0	1.0	98.3	0.0	3.0	-0.2	-4.0	11
COC(=O)c1cn(NC(=O)Cc2cccc(OC)c2)c(=O)c2ccccc12	21	-0.8	97.3	4.0	2.0	92.8	5.0	3.0	14.9	2.0	6
O=C(Nc1nnc(-c2ccccc2F)s1)C1CCCO1 (stereo not given)	18	0.2	x	6.0	-9.0	x	-4.0	-3.0	1.6	-4.0	x
Cc1c(C(=O)OC2CCCC2)[nH]c2c1C(=O)CC(c1ccco1)C2 (stereo not given)	19	0.5	96.4	-3.0	-5.0	94.2	2.0	-7.0	2.8	-2.0	6
CCCCNC(=O)CSc1nc2ccccc2c(=O)n1Cc1ccc2c(c1)OCO2	13	0.4	103.1	0.0	0.0	101.8	0.0	-3.0	0.7	-2.0	35
Cc1nc(N2CCN(C(=O)COc3ccccc3)CC2)c2c(C)c(C)sc2n1	35	2.8	96.4	-8.0	-13.0	98.6	-2.0	-16.0	43.1	-1.0	14
CC1(C)CN=c2s/c(=C\c3ccc(Cl)cc3)c(=O)n2C1	x	0.8	100.8	-1.0	-8.0	101.0	1.0	-2.0	3.4	-3.0	9
O=C(NC(CSCc1ccccc1)C(=O)N/N=C/c1ccc(O)cc1O)c1ccc([N+](=O)[O-])cc1 (stereo not given)	11	-0.6	78.1	-2.0	-2.0	87.7	0.0	2.0	-1.2	0.0	11
CCCOC(=O)c1cc(-c2ccc(C=O)o2)ccc1Cl	20	0.2	99.2	-11.0	-17.0	96.8	-9.0	-15.0	10.4	-11.0	11
CCN(CC)C(=O)CN1CCN(c2ncccn2)CC1	31	-0.7	120.2	-7.0	-7.0	122.3	-7.0	-9.0	-0.7	2.0	3
CCC(=O)C1CCCN(C(=O)c2ccc(OC3CCN(C(=O)c4cccnc4)CC3)cc2)C1 (stereo not given)	17	0.5	96.7	-8.0	-7.0	93.9	-1.0	-7.0	1.4	-5.0	7
COc1ccc(N2CCN(C(=O)CCNS(=O)(=O)c3ccc4c(c3)CCC(=O)N4)CC2)cc1	21	1.4	103.2	-7.0	-7.0	103.1	-2.0	-17.0	43.3	-4.0	36
O=C(COC(=O)COc1ccc(Cl)cc1Br)NCc1cccs1	24	0.4	96.3	0.0	0.0	98.1	4.0	0.0	5.6	3.0	10
Carrying on.
SMILES	GSH fluor	ABCB1 inh	RGS4-Gao reg	Bim-Bcl-2	Bim-Bcl-B	RGS7-Gao	Bcl-W Bim block	Bim-Bfl-1	ABCG2 block	Bcl-XL Bim block	Avidin bead fluor
CCN(CC)S(=O)(=O)c1cccc(-c2nnc(SC(C)C(N)=O)n2CCc2ccccc2)c1 (stereo not given)	39	0.3	102.9	-4.0	-5.0	101.5	3.0	-9.0	1.2	-2.0	3
O=C(C[n+]1cc(-c2ccc(F)cc2)n2c1CCC2)N1c2ccccc2Sc2ccccc21	4	0.9	103.0	2.0	-6.0	100.7	0.0	0.0	0.8	-4.0	10
CCc1c(C)nc2ncnn2c1Nc1ccc(C(C)=O)cc1	25	-0.1	92.8	4.0	0.0	97.6	4.0	8.0	-0.2	5.0	2
O=C(NCC1CCCO1)c1nnc(Cc2ccc(F)cc2)o1 (stereo not given)	13	1.0	98.4	2.0	-5.0	101.9	-6.0	0.0	3.0	-4.0	5
COc1ccc(NC(=S)NC23CN4CN(CN(C4)C2)C3)cc1	10	0.7	87.0	1.0	-5.0	83.2	0.0	-1.0	0.5	-2.0	4
CCOc1ccc(-c2nnn(CC(=O)c3ccc4c(c3)OCCO4)n2)cc1	6	0.0	110.0	-3.0	-8.0	104.2	-4.0	-3.0	0.7	-5.0	7
CCc1cc2c(Sc3nc4ccccc4s3)ncnc2s1	27	0.4	98.7	0.0	4.0	102.8	0.0	1.0	4.5	-2.0	6
CCNC(=O)OCC12CC3CC(CC(C3)C1)C2	12	0.3	94.3	-1.0	0.0	96.0	-2.0	0.0	11.2	0.0	8

From PubChem
